From PubChem
Growth percent in the NCI-60 one-dose screen (48 h, 10 µM unless noted): 100 = growth as untreated, 0 = no growth, -100 = all killed.
786-0 – 786-0 renal cancer cells | 81,000 compounds, 5.1% hits | AID 1794775
SN12C – SN12C renal cancer cells; 81,000 compounds, 3.8% hits
IGROV1 – IGROV1 ovarian cancer | 79,000 compounds, 4.7% hits | AID 1794786
NCI/ADR-RES – NCI/ADR-RES ovarian cells. 81,000 compounds, 4.4% hits. AID 1794790
TK-10 – TK-10 renal cancer cells. AID 1794769. 81,000 compounds, 3.9% hits
ACHN – ACHN renal cancer | 81,000 compounds, 4.9% hits
CAKI-1 – CAKI-1 renal cancer; 75,000 compounds, 4.7% hits; AID 1794772
UO-31 – UO-31 renal cancer; 81,000 compounds, 5.2% hits
* = called active by the depositor. How the source made its calls: active means growth percent below 10; inactive means the rest.

Results for NS(=O)(=O)c1ccc([N+](=O)[O-])cc1 ?
786-0: 107; SN12C: 105; IGROV1: 109; NCI/ADR-RES: 103; TK-10: 100; ACHN: 105; CAKI-1: 99; UO-31: 101

What do the screens show for `COC(=O)c1c(NC(=O)C(F)(F)F)sc2c1CCC1(C2)OCCO1`?
786-0: 103; SN12C: 100; IGROV1: 109; NCI/ADR-RES: 106; TK-10: 108; ACHN: 101; CAKI-1: 96; UO-31: 89

What do the screens show for `COc1cc(/C=N/n2cnc3oc(-c4ccccc4)cc3c2=N)cc(CN2CCCCC2)c1O`?
786-0: -79*; SN12C: -79*; IGROV1: -83*; NCI/ADR-RES: -0.8*; TK-10: -82*; ACHN: -98*; CAKI-1: -94*; UO-31: -92*

Results for COc1cccc(-c2nn(-c3ccccc3)cc2-c2ccnc(NCCNS(=O)(=O)c3ccc(F)cc3)c2)c1 ?
786-0: 64; SN12C: 58; IGROV1: 42; NCI/ADR-RES: 41; TK-10: 67; ACHN: 50; CAKI-1: 52; UO-31: 30

How did O=C(O)C1CCC(C(=O)O)O1 (configuration not stated) do in these assays?
786-0: 103; SN12C: 103; NCI/ADR-RES: 109; TK-10: 107; ACHN: 103; CAKI-1: 100

Results for Cc1ccc(-c2ccc(C)cc2)cc1 ?
786-0: 106; SN12C: 108; IGROV1: 140; NCI/ADR-RES: 131; TK-10: 122; ACHN: 113; CAKI-1: 101; UO-31: 96

Results for COc1cccc(C)c1OC ?
786-0: 102; SN12C: 99; IGROV1: 111; NCI/ADR-RES: 104; TK-10: 95; ACHN: 106; CAKI-1: 101; UO-31: 92

How did O=C(NNc1ccc([N+](=O)[O-])cn1)Nc1cccc([N+](=O)[O-])c1 do in these assays?
786-0: 105; SN12C: 101; IGROV1: 95; NCI/ADR-RES: 104; TK-10: 100; ACHN: 103; CAKI-1: 103; UO-31: 75

What do the screens show for `O=C(Nc1ccc(-n2cc(-c3ccncc3)c(-c3ccc(O)c(Cl)c3)n2)cc1)c1cc(Cl)cc(Cl)c1`?
786-0: -42*; SN12C: 36; IGROV1: 43; NCI/ADR-RES: 29; ACHN: 16; CAKI-1: 46; UO-31: 16

How did Cc1ccc2c(n1)C(=O)C(Cl)=C(Nc1ccccc1C(C)C)C2=O do in these assays?
786-0: 91; SN12C: 24; IGROV1: 64; NCI/ADR-RES: 86; TK-10: 165; ACHN: 49; CAKI-1: 35; UO-31: 57

Results for N=C(N)Sc1cc(Br)c[n+]([O-])c1 ?
786-0: 104; SN12C: 98; IGROV1: 111; NCI/ADR-RES: 109; TK-10: 97; ACHN: 103; CAKI-1: 100; UO-31: 99

How did C[N+](C)(CCOc1ccccc1)Cc1ccccc1 do in these assays?
786-0: 96; SN12C: 99; IGROV1: 82; NCI/ADR-RES: 96; TK-10: 117; ACHN: 87; CAKI-1: 102; UO-31: 81

How did CCN(CC)CCOC(=O)Nc1ccccc1Cl do in these assays?
786-0: 92; SN12C: 103; IGROV1: 101; NCI/ADR-RES: 110; TK-10: 86; UO-31: 80

What do the screens show for `CCCCNC(=S)NNC(=O)c1ccc(OCc2nc3ccc(Cl)cc3[nH]2)cc1`?
786-0: 88; SN12C: 68; IGROV1: 83; NCI/ADR-RES: 95; TK-10: 94; ACHN: 80; CAKI-1: 85; UO-31: 13

How did N#Cc1c(-c2c(Cl)cccc2Cl)nc(SCc2nnc(-c3ccc(Cl)cc3)o2)[nH]c1=O do in these assays?
786-0: 92; SN12C: 94; IGROV1: 102; NCI/ADR-RES: 99; TK-10: 98; ACHN: 98; CAKI-1: 93; UO-31: 65

How did Cc1cccc(-c2nnc(Cn3cc(-c4ccccc4)nn3)o2)c1 do in these assays?
786-0: 96; SN12C: 98; IGROV1: 104; NCI/ADR-RES: 97; TK-10: 102; ACHN: 101; CAKI-1: 90; UO-31: 77

How did O=C1/C(=C/c2ccc(O)c(O)c2)COc2ccc(-c3ccccc3)cc21 do in these assays?
786-0: 25; SN12C: 14; IGROV1: -13*; NCI/ADR-RES: 19; TK-10: 26; ACHN: 15; CAKI-1: 4.9*; UO-31: -65*

Results for C[C@]12CC[C@@H]3c4ccc(O)c([N+](=O)[O-])c4CC[C@H]3[C@@H]1CC[C@@H]2NS(=O)(=O)c1cccc(Br)c1 ?
786-0: 43; SN12C: 21; IGROV1: 35; NCI/ADR-RES: 27; TK-10: 43; ACHN: 24; CAKI-1: 18; UO-31: 3.6*

Results for O[Si](O)(c1cccc2ccccc12)c1cccc2ccccc12 ?
786-0: 98; SN12C: 98; IGROV1: 82; NCI/ADR-RES: 87; TK-10: 102; ACHN: 87; CAKI-1: 98; UO-31: 67

Results for O=S(=O)(NCCNc1nccc(-c2c(-c3ccc(O)cc3)nc3sccn23)n1)c1ccccc1 ?
786-0: 70; SN12C: 63; IGROV1: 55; NCI/ADR-RES: 106; TK-10: 113; ACHN: 56; CAKI-1: 83; UO-31: 79

What do the screens show for `COc1ccc(C(C)=O)cc1CO/N=C1\CSCc2ccccc21`?
786-0: 107; SN12C: 98; IGROV1: 82; NCI/ADR-RES: 89; TK-10: 104; ACHN: 101; CAKI-1: 97; UO-31: 68

How did CCCCC1COc2cccc3c2N1C=C/C3=C\C(=O)N(C)c1ccc(Oc2ccccc2)cc1 (configuration not stated) do in these assays?
786-0: 84; SN12C: 86; IGROV1: 68; NCI/ADR-RES: 95; TK-10: 99; ACHN: 87; CAKI-1: 89; UO-31: 76

What do the screens show for `CCOc1ccc(-c2nc3ccc(-c4nc5ccc(N6CCN(C)CC6)cc5[nH]4)cc3[nH]2)cc1`?
786-0: -91*; SN12C: -91*; IGROV1: -83*; NCI/ADR-RES: 61; TK-10: -85*; ACHN: -34*; CAKI-1: -44*; UO-31: 23

What do the screens show for `CC/C(=C(/c1ccc(Cl)cc1)c1ccc(OCCN)cc1)c1ccc(OC)cc1`?
786-0: 106; SN12C: 105; IGROV1: 101; NCI/ADR-RES: 105; TK-10: 104; ACHN: 98; CAKI-1: 85; UO-31: 83

Results for Cc1occc1-c1nnc(SCC(=O)Nc2nccs2)n1N1C(=O)CSC1=S ?
786-0: 100; SN12C: 98; IGROV1: 109; NCI/ADR-RES: 99; TK-10: 102; ACHN: 99; CAKI-1: 86; UO-31: 80

Results for CSc1ccc(NCc2cn(-c3ccc(C(=O)O)cc3)nc2-c2ccc(C(=O)O)cc2)cc1 ?
786-0: 107; SN12C: 107; IGROV1: 106; NCI/ADR-RES: 107; TK-10: 108; ACHN: 101; CAKI-1: 97; UO-31: 82

Results for COc1ccc(-n2ncn(CCCCCCn3cnn(-c4ccc(OC)cc4)c3=O)c2=O)cc1 ?
786-0: 97; SN12C: 91; IGROV1: 91; NCI/ADR-RES: 89; TK-10: 118; ACHN: 87; CAKI-1: 87; UO-31: 72

How did CCN1C(=O)N(CC)C2C1NC(=S)N2/N=C/C=C/c1ccccc1OC (configuration not stated) do in these assays?
786-0: 20; SN12C: 26; IGROV1: 31; NCI/ADR-RES: 6.3*; TK-10: 55; ACHN: 23; CAKI-1: 28; UO-31: 46

What do the screens show for `O=C(COc1ccc(Cl)cc1Cl)NCCN1CCCCC1`?
786-0: 102; SN12C: 96; NCI/ADR-RES: 111; TK-10: 118; ACHN: 90; CAKI-1: 100; UO-31: 91

How did O=Nc1ccc(O)c(/C=N/O)c1 do in these assays?
786-0: 110; SN12C: 103; IGROV1: 108; NCI/ADR-RES: 109; TK-10: 98; ACHN: 114; CAKI-1: 106; UO-31: 95

How did CC(C)C(C)(NC(=O)c1ccccc1)C(=O)O (configuration not stated) do in these assays?
786-0: 101; SN12C: 98; IGROV1: 115; NCI/ADR-RES: 102; TK-10: 102; ACHN: 110; CAKI-1: 93; UO-31: 93

How did O=[N+]([O-])c1ccccc1S(=O)(=O)N(CCCCN(S(=O)(=O)c1ccccc1[N+](=O)[O-])S(=O)(=O)c1ccccc1[N+](=O)[O-])S(=O)(=O)c1ccccc1[N+](=O)[O-] do in these assays?
786-0: 106; SN12C: 88; IGROV1: 108; NCI/ADR-RES: 111; TK-10: 107; ACHN: 113; CAKI-1: 97; UO-31: 97

Results for Cc1c(N2CCCCC2)[nH]c2ccccc12 ?
786-0: 103; SN12C: 98; IGROV1: 136; NCI/ADR-RES: 107; TK-10: 121; ACHN: 115; CAKI-1: 101; UO-31: 125

What do the screens show for `COc1ccc(/C=C/C(=O)/C=C2\C(=O)Nc3cc(Br)ccc32)cc1`?
786-0: 119; SN12C: 99; IGROV1: 99; NCI/ADR-RES: 107; TK-10: 138; ACHN: 115; CAKI-1: 91; UO-31: 81

How did CCOC(=O)c1cnn2c(-c3ccc(Cl)cc3)nc(NCc3ccccc3)nc12 do in these assays?
786-0: 6.2*; SN12C: 31; IGROV1: 65; NCI/ADR-RES: 26; TK-10: 71; ACHN: 14; UO-31: 60

What do the screens show for `CC(C)CC1C(=O)N2CCC[C@H]2C2(O)O[C@](NC(=O)C3C=C4c5cccc6[nH]c(Br)c(c56)C[C@H]4N(C)C3)(C(C)C)C(=O)N12` (some centres not stated)?
SN12C: 40; IGROV1: 59; NCI/ADR-RES: 58; TK-10: 55; ACHN: 44; CAKI-1: 61; UO-31: 36

What do the screens show for `O=C1N=c2cc3c(cc2=C/C1=C/c1sc(=S)n(CCc2ccc(O)cc2)c1O)OCCO3`?
786-0: 81; SN12C: 5.5*; IGROV1: 49; NCI/ADR-RES: 65; TK-10: 90; ACHN: 6.5*; CAKI-1: 60; UO-31: 71

How did Cn1c(=O)c2[nH]c(SCC(=O)Nc3ccc(C(=O)/C=C/c4ccccc4Cl)cc3)nc2n(C)c1=O do in these assays?
786-0: 88; SN12C: 98; IGROV1: 100; NCI/ADR-RES: 101; TK-10: 104; ACHN: 99; CAKI-1: 98; UO-31: 93

How did CC(C)(C)OC(=O)Nc1ccc2c(c1)C(NC(=O)Nc1cccc(C#N)c1)CC(C)(C)O2 (configuration not stated) do in these assays?
786-0: 51; SN12C: 63; IGROV1: 46; NCI/ADR-RES: 48; TK-10: 39; ACHN: 51; CAKI-1: 39; UO-31: 41

Results for CCCCC(=O)N1C(C)CCC1C (configuration not stated) ?
786-0: 117; SN12C: 102; IGROV1: 118; NCI/ADR-RES: 100; TK-10: 111; ACHN: 117; CAKI-1: 89; UO-31: 104

Results for Cn1nnnc1N1CCC(NC(=O)/C=C/c2c(F)cccc2F)CC1 ?
786-0: 98; SN12C: 98; IGROV1: 108; NCI/ADR-RES: 106; TK-10: 65; ACHN: 104; CAKI-1: 84; UO-31: 93

Results for Nc1ncnc2c1ccn2-c1cccc(NC(=O)Nc2cc(C(F)(F)F)cc(C(F)(F)F)c2)c1 ?
786-0: 93; SN12C: 99; IGROV1: 105; NCI/ADR-RES: 107; ACHN: 104; CAKI-1: 110; UO-31: 88

Results for Cc1csc(NC(=O)c2ccc(N(C)C)cc2)n1 ?
786-0: 94; SN12C: 88; IGROV1: 91; NCI/ADR-RES: 82; TK-10: 103; ACHN: 98; CAKI-1: 83; UO-31: 63

Results for Cn1c2c(c(=O)n(C)c1=O)NC1=C(C(=O)c3ccccc31)C1(C=C(O)c3ccccc31)N2 (configuration not stated) ?
786-0: 98; SN12C: 95; IGROV1: 53; NCI/ADR-RES: 94; TK-10: 139; ACHN: 75; CAKI-1: 82; UO-31: 56

What do the screens show for `Clc1nc2ccccc2cc1Cn1nnnc1SCc1ccccc1`?
786-0: 89; SN12C: 84; IGROV1: 90; NCI/ADR-RES: 71; TK-10: 93; ACHN: 77; CAKI-1: 57; UO-31: 54

Results for O=C(Nc1ccc(Nc2ncnc3sc4c(c23)CCCC4)cc1)Nc1cccc(Cl)c1 ?
786-0: 103; SN12C: 102; IGROV1: 113; NCI/ADR-RES: 113; TK-10: 108; ACHN: 100; CAKI-1: 97; UO-31: 91

What do the screens show for `CCCC(C)(C)c1cc(C(C)C)cc(C(C)(C)CCC)c1O`?
786-0: 102; SN12C: 105; IGROV1: 104; NCI/ADR-RES: 113; TK-10: 109; ACHN: 96; CAKI-1: 92; UO-31: 95

How did COc1ccc(/C=C2/Sc3c(C)cccc3C2=O)cc1 do in these assays?
786-0: 102; SN12C: 74; IGROV1: 55; NCI/ADR-RES: 43; TK-10: 138; ACHN: 91; CAKI-1: 19; UO-31: 75

Structures above with an NH in an aromatic ring, in the order listed:
What do the screens show for `CCCCNC(=S)NNC(=O)c1ccc(OCc2nc3ccc(Cl)cc3[nH]2)cc1`?
786-0: 88; SN12C: 68; IGROV1: 83; NCI/ADR-RES: 95; TK-10: 94; ACHN: 80; CAKI-1: 85; UO-31: 13

How did N#Cc1c(-c2c(Cl)cccc2Cl)nc(SCc2nnc(-c3ccc(Cl)cc3)o2)[nH]c1=O do in these assays?
786-0: 92; SN12C: 94; IGROV1: 102; NCI/ADR-RES: 99; TK-10: 98; ACHN: 98; CAKI-1: 93; UO-31: 65

What do the screens show for `CCOc1ccc(-c2nc3ccc(-c4nc5ccc(N6CCN(C)CC6)cc5[nH]4)cc3[nH]2)cc1`?
786-0: -91*; SN12C: -91*; IGROV1: -83*; NCI/ADR-RES: 61; TK-10: -85*; ACHN: -34*; CAKI-1: -44*; UO-31: 23

Results for Cc1c(N2CCCCC2)[nH]c2ccccc12 ?
786-0: 103; SN12C: 98; IGROV1: 136; NCI/ADR-RES: 107; TK-10: 121; ACHN: 115; CAKI-1: 101; UO-31: 125

What do the screens show for `CC(C)CC1C(=O)N2CCC[C@H]2C2(O)O[C@](NC(=O)C3C=C4c5cccc6[nH]c(Br)c(c56)C[C@H]4N(C)C3)(C(C)C)C(=O)N12` (some centres not stated)?
SN12C: 40; IGROV1: 59; NCI/ADR-RES: 58; TK-10: 55; ACHN: 44; CAKI-1: 61; UO-31: 36

How did Cn1c(=O)c2[nH]c(SCC(=O)Nc3ccc(C(=O)/C=C/c4ccccc4Cl)cc3)nc2n(C)c1=O do in these assays?
786-0: 88; SN12C: 98; IGROV1: 100; NCI/ADR-RES: 101; TK-10: 104; ACHN: 99; CAKI-1: 98; UO-31: 93
